Bioassay records from PubChem BioAssay.
HTR5A inv ctr = HTR5A inverse agonism, opioid heterodimer counter-screen; P47898; AID 504634; 0.083% of 340,000 active; inhibition, % at 9.3 µM; HTR5A cell line, luminescence; in the data active = inhibition mostly above about 23%, no sharp cut-off; inactive = mostly below about 18%;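 also: 0% = cells with DMSO and 100% = no-cell wells with DMSO; some compounds called inactive have numbers as strong as hits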
Arrestin-AP2 inh = human beta-arrestin and AP2 interaction inhibition. FITC-arrestin peptide / GST-AP2 beads, flow cytometry; AP2 beta2 appendage carries R879A mutation. inhibition, % at 10 µM. 0.31% of 340,000 active;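 active = inhibition above a set limit, near 3 SD of compounds lacking own fluorescence, cut at about 54% in these data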;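 also: plate controls were DMSO wells for no effect and 5 µM unlabelled arrestin peptide for full effect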
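Assay system: GST-AP2 R879A bound to glutathione beads, E. coli-expressed; Medium: PBS with 0.05% Tween 20 and 0.1% BSA; Also added: fluorescein-tagged arrestin peptide at 50 nM final; Timing: 12 min plus 1 h, RT; Measured by: flow cytometry, FL1 (488/535 nm); Evaluation: percent drop in bead-associated FITC signal.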
MOR-DOR inv ag = inverse agonist of human OPRM1-OPRD1 heterodimerization. inhibition, % at 9.3 µM. 0.21% of 340,000 active. P35372+P41143. cell-based MOR-DOR heterodimer luminescence, inverse agonism; in the data active = inhibition above about 22%, passing the limit was not always enough;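 also: 0% = cells with DMSO and 100% = wells without cells with DMSO; values of inactives mirror those of a sister screen read the other way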
Target sequence (P35372 whole entry, looked up): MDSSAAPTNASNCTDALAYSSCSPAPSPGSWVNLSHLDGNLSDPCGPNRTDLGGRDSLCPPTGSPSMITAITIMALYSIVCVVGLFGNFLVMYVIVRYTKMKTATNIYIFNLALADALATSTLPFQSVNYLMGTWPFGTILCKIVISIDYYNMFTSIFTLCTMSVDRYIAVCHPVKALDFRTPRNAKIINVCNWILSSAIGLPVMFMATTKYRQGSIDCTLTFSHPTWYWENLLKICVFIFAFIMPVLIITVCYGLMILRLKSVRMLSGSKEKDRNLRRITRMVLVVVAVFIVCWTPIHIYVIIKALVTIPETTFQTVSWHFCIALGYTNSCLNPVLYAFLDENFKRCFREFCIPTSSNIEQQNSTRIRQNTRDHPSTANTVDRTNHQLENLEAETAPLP
Target sequence (P41143 whole entry, looked up): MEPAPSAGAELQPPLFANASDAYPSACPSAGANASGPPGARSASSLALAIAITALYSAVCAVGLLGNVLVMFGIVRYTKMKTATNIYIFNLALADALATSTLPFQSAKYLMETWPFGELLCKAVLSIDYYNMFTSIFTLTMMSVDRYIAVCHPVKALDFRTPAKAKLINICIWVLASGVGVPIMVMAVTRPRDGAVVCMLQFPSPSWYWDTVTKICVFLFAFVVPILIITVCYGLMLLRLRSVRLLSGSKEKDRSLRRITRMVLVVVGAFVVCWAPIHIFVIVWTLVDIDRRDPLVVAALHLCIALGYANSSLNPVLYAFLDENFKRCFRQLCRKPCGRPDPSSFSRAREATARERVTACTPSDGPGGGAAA
HTR5A ag = HTR5A agonism, opioid heterodimer counter-screen | HTR5A agonist assay, luminescence, cell-based | activation, % at 9.3 µM | AID 504692 | 0.61% of 340,000 active | P47898; in the data active = activation mostly above about 9.5%, no sharp cut-off; inactive = mostly below about 7.6%;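 also: 0% = cells with vehicle only and 100% = reference agonist; strong numbers were not always called active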
PKA-R2B act = activates the human PKA-R2B holoenzyme complex. 0.079% of 340,000 active. activation, % at 11.4 µM. PKA-R2B holoenzyme dissociation, Cy5-IP20 fluorescence polarization; R2B truncated from residue 108, S112A mutant; 0% DMSO only, 100% 113 µM cGMP. P22694+P31323;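 active = activation above a cutoff set at the mean over all compounds plus 3 SD, cut at about 18% in these data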;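 also: higher means more holoenzyme dissociation and a rise in polarization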
DAGLB inh = diacylglycerol lipase beta (human) inhibition | Q8NCG7 | HEK293T DAGLB membrane lysate, EnzChek fluorogenic substrate | inhibition, % at 5.17 µM | 0.059% of 340,000 active; in the data active = inhibition above about 34%;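 also: 0% = enzyme with vehicle and 100% = wells lacking enzyme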
MOR-DOR ag = agonists of human mu-delta opioid receptor heterodimerization; AID 504326; cells, OPRM1-OPRD1 heterodimerization, luminescence; 0.3% of 340,000 active; activation, % at 9.3 µM; in the data active = activation above about 18%;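 also: 0% = vehicle-treated cells and 100% = reference agonist; values of inactives mirror those of a sister screen read the other way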
V-ATPase pH = regulators of yeast V-ATPase proton transport. S. cerevisiae, pHLuorin cytosolic pH fluorescence. response, % at 10 µM. 0.37% of 350,000 active; in the data active = response mostly above about 7.3%, no sharp cut-off; inactive = mostly below about 5.4%; also: actives read high; inactives centre near 0; some compounds called inactive have numbers as strong as hits; reference of the scale not given here
PKA-R1A activ = activators of PKA-R1A complex | P00514+P68181 | PKA-R1A dissociation, Cy5-IP20 fluorescence polarization; scaled: DMSO 0%, 113 µM cGMP 100% | activation, % at 11.4 µM | 0.083% of 340,000 active | AID 504707;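 active = percent activation above the mean of all tested compounds plus 3 SD, cut at about 19% in these data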;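 also: higher means more PKAc released from R1A so a rise in polarization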
Pemphigus Ab inh = blocks pemphigus antibody binding to human desmoglein-3; 0.48% of 310,000 active; AID 588358; binding (percent of control), % at 10 µM; DSG3-coupled beads, scFv-anti-DSG3-GFP binding, flow cytometry; stronger effect = lower value; P32926;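 active = binding more than 3 SD below its plate's average and above zero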;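 also: hits lower antibody fragment binding to DSG3; some compounds called inactive have numbers as strong as hits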
An asterisk follows results filed as active; . = not tested or not shown.

SMILES	HTR5A inv ctr	Arrestin-AP2 inh	MOR-DOR inv ag	HTR5A ag	PKA-R2B act	DAGLB inh	MOR-DOR ag	V-ATPase pH	PKA-R1A activ	Pemphigus Ab inh
O=C(Nc1cccc(OCC(=O)N2CCOCC2)c1)c1ccc(C(F)(F)F)cc1	-1	-4	-17	0	0	0	2.1	1	0	98
N=c1c2c3c(sc2ncn1CCCO)CCCC3	2	-19	16	-1	-2	3	-3.9	2	-13	.
CCOc1ccc(C(=O)/C=C/Nc2ccc(S(=O)(=O)Nc3onc(C)c3C)cc2)cc1	-1	23	1	0	2	9	-0.2	-2	3	99
COC(=O)N/N=C/c1cc(Cl)cc(Cl)c1OCc1ccc(F)cc1	5	25	-45	5	-14	-5	8.9	-3	4	93
CCc1cc2c(=O)c(-c3nc(C)cs3)c(CCCC(=O)O)oc2cc1O	-5	10	7	2	1	1	-1.3	2	-16	93
FC(F)(F)c1cccc(N2CCc3cn[nH]c32)c1	-10	0	-4	4	-9	1	0.6	10	-10	.
Cc1ccc(CN2CCN(Cc3cccn3-c3ccccn3)CC2CCO)o1 (stereo unspecified)	6	-2	-13	-2	-4	1	1.7	3	-5	87
COc1ccc(CN2C(=O)C(CC(=O)NC3CCCCC3)CC(C(=O)N(C)C)=C2C)cc1 (stereo unspecified)	.	.	.	.	-4	2	.	2	9	.
Cc1cc(C(=O)OCC(=O)NCc2ccc(Cl)cc2Cl)c(C)o1	-10	-19	-14	3	-7	-3	2.6	-2	2	101
C=CCn1c(=O)/c(=C/c2ccc(Cl)cc2)s/c1=C(/C#N)c1nnc2n1CCCCC2	5	3	19	-2	-11	1	-3.4	0	-7	94
COCc1n[nH]c(=S)n1-c1cccc2ccccc12	10	7	6	0	8	-3	-1.2	2	-1	98
COc1ccc(N2CC(O)(c3ccc(OC(F)F)cc3)[N+]3=C2CCCC3)cc1 (stereo unspecified)	-27	27	12	2	-1	1	-2.4	0	-6	96
O=C(Nc1nnc(Cc2ccc([N+](=O)[O-])cc2)s1)Nc1ccccc1F	-18	15	-20	7	-7	3	3.1	7	11	89
CSc1nc(NS(=O)(=O)c2cc(C)c(Cl)cc2Cl)nn1C	-7	-2	11	2	7	1	-2.0	1	0	97
O=C(CSc1nnc(-c2cccnc2)n1Cc1ccccc1)NCc1ccccc1	4	-4	4	-3	4	-6	-0.7	1	-1	100
C=CCN(c1nc(C)cc(OC)n1)S(=O)(=O)c1ccccc1	-7	24	9	2	3	-6	-1.8	-1	-2	111
Cc1cc(C)nc(NC(=O)CCC2CCCC2)c1	-2	-4	-1	11	-5	-1	0.2	-1	-7	103
Cc1cccc(-n2cc(C#N)c(=O)[nH]c2=O)n1	11	2	12	6	1	-2	-2.5	-1	9	84
CCOc1ccccc1Oc1c(C)oc2cc(OC(=O)N3CCOCC3)ccc2c1=O	1	2	16	0	4	0	-2.7	2	-3	98
COc1ccc(NC2CCCN(C(=O)CCN3CCCC3=O)C2)cc1 (stereo unspecified)	1	-1	6	0	-20	2	-0.9	4	-12	102

Part of the list above in a different format.
compound,HTR5A inv ctr,Arrestin-AP2 inh,MOR-DOR inv ag,HTR5A ag,PKA-R2B act,DAGLB inh,MOR-DOR ag,V-ATPase pH,PKA-R1A activ,Pemphigus Ab inh
COc1ccc(N2CC(O)(c3ccc(OC(F)F)cc3)[N+]3=C2CCCC3)cc1 (stereo unspecified),-27,27,12,2,-1,1,-2.4,0,-6,96
O=C(Nc1nnc(Cc2ccc([N+](=O)[O-])cc2)s1)Nc1ccccc1F,-18,15,-20,7,-7,3,3.1,7,11,89

(cont.)
SMILES	HTR5A inv ctr	Arrestin-AP2 inh	MOR-DOR inv ag	HTR5A ag	PKA-R2B act	DAGLB inh	MOR-DOR ag	V-ATPase pH	PKA-R1A activ	Pemphigus Ab inh
COc1cccc(-c2nc(C=O)cs2)c1	-2	-1	13	3	-8	0	-2.8	3	2	98
COc1ccc(N(CC(=O)Nc2ccc3c(c2)OCCO3)S(=O)(=O)c2cccnc2)cc1	7	6	8	-2	2	0	-1.6	-3	9	114
CCOC(=O)[C@@H]1[C@H]2COc3ccccc3[C@@H]2N2C(=O)N(c3ccc(C)cc3)C(=O)[C@]12C	12	4	-9	-4	-7	-3	1.5	6	3	113
Clc1ccc(-c2nc3ccncc3[nH]2)cc1	0	-1	-38	0	-8	1	6.4	1	-6	95
CCCOc1ccc(N2C(=O)CC(N(CCOC34CC5CC(CC(C5)C3)C4)C(C)=O)C2=O)cc1 (stereo unspecified)	5	15	-6	-2	2	-5	1.2	1	6	97
CC(CN1CCOCC1)OC(=O)c1ccc(Cl)cc1Cl (stereo unspecified)	-9	8	7	2	4	0	-1.3	-1	1	115
Cc1ccc(-n2ncc3c(=O)[nH]c(SCC(=O)N4CCOCC4)nc32)cc1	27	1	10	3	5	-1	-1.7	-1	-9	94
CNC(=S)N/N=C(\C)c1ccc(Cl)s1	-1	32	14	0	-3	-2	-2.0	-4	-10	97
CCCCn1c(N)c(N(CC(C)C)C(=O)CC2CCCCC2)c(=O)[nH]c1=O	-26	10	-15	7	2	1	2.3	4	-1	106
CCOC(=O)CSc1nnc(-c2cccnc2)o1	16	2	16	-6	-7	-1	-3.8	-1	-4	.
COCCN(CC(=O)NCc1ccc(F)cc1)C(=O)CCC(=O)Nc1ccccn1	-17	20	6	-3	-13	-5	-1.3	2	-1	.
O=C(COC(=O)/C=C/c1ccccc1)Nc1cccc(Oc2ccccc2)c1	-13	2	-24	5	2	-10	4.6	2	-6	108
COc1ccc(CCNC(=O)c2c(-c3ccccc3Cl)noc2C)cc1	-22	2	5	10	3	-5	-0.9	-2	4	101
Cc1nc(NC(=O)c2ccccc2)sc1Cc1ccc2c(c1)OCO2	2	2	-18	-1	-6	0	2.5	2	-18	95
OC1CN=C2CCCc3c2n(c2ccc(Cl)cc32)C1 (stereo unspecified)	28	4	19	-8	5	1	-3.2	0	7	103
CCOCCCNC(=O)C1(O)c2ccccc2NC(=O)N1c1ccc(C)c(C)c1 (stereo unspecified)	-16	3	8	4	-2	-2	-1.5	-1	10	100
CCCNC(=O)c1csc(Nc2cccc3ccccc23)n1	-17	-4	2	5	-5	1	-0.3	2	-8	125
CN(Cc1ccc(Cl)cc1Cl)C(=O)CNC(=O)c1ccc2c(c1)OCO2	18	8	-5	4	-4	1	0.7	-1	2	97
COc1cccc(NC(=O)Cn2c3ccc(F)cc3c3nc4n(c(=O)c32)CCS4)c1	-16	-7	12	1	6	-6	-2.1	7	-2	99
O=c1[nH]c(C2CCN(S(=O)(=O)c3ccc4c(c3)OCCO4)CC2)nc2c1nnn2Cc1ccccc1	-3	-4	0	-6	-5	1	0.0	-3	3	98
CC(OC(=O)CNC(=O)c1ccc(Cl)c([N+](=O)[O-])c1)C(=O)NCc1ccco1 (stereo unspecified)	14	1	2	-5	-2	-1	-0.3	0	3	109
O=C(Oc1ccccc1C(=S)N1CCOCC1)c1ccc([N+](=O)[O-])cc1[N+](=O)[O-]	-18	-6	-29	6	-15	1	5.3	-2	-1	104
COc1cccc2c(Cl)c(CC=C(Cl)Cl)c(C)nc12	6	-5	-3	-3	-1	-3	0.7	4	-11	99
O=[N+]([O-])c1ccccc1N(S(=O)(=O)c1ccccc1)S(=O)(=O)c1ccccc1	9	4	10	-3	2	-2	-1.8	0	-5	97
CC(=O)Oc1ccc(N(C(C)=O)S(=O)(=O)c2ccc(C)cc2)c2ccccc12	10	35	-15	1	6	-1	3.0	0	-5	111
CCn1c(=O)c2ccccc2n(Cc2ccc([N+](=O)[O-])cc2)c1=O	-4	22	6	1	5	0	-1.4	0	5	101
CCOC(=O)CSc1nnc(-c2cccc(Cl)c2)n1CC	-4	4	6	6	-1	0	-1.1	2	9	109
CN(C)C(CNC(=O)c1ccc(C2SCCS2)cc1)c1ccccc1 (stereo unspecified)	-27	9	-88	10	-15	-2	17	0	2	103
Cc1nc2c(C#N)cnn2c2c1CCN2CC1CCCO1 (stereo unspecified)	0	-3	7	0	2	3	-1.6	-6	-13	99
COc1cc(Cl)ccc1OCc1cc(C(=O)N(C)C2CC(C)(C)NC(C)(C)C2)no1	17	37	8	-2	2	0	-1.6	2	-1	.
N#CC1=C(C2CC2)CC(c2ccccc2)C(C#N)=C1N (stereo unspecified)	0	5	16	0	-4	-6	-2.9	2	-7	100
CCN(CC)C(=O)CSc1nc(-c2cccs2)cc(-c2cccs2)c1C#N	0	0	19	1	0	-4	-3.6	-2	4	96
Cc1cc(NS(=O)(=O)c2ccc(NC(=O)CCN3C(=O)c4ccccc4C3=O)cc2)no1	11	-8	7	-1	-3	-4	-1.2	1	-6	100
C1CN=C(NC23CC4CC(CC(C4)C2)C3)C1	-7	4	-6	3	8	0	1.2	0	8	103
COc1ccc(Nc2nc(NCc3ccco3)nc(N/N=C/c3ccccc3F)n2)cc1	-2	21	10	-3	3	3	-2.0	1	-7	82
O=C(CCCCCn1c(=S)[nH]c2ccccc2c1=O)NCc1ccc2c(c1)OCO2	8	9	10	-3	4	2	-1.8	-2	3	97
CCN(CC(=O)Nc1c(F)cccc1F)C(=O)c1ccc(N2C(=O)c3ccccc3C2=O)cc1	25	-2	11	-10	-3	0	-2.1	-1	4	101
CNC(=S)N(Cc1cc2cc(C)ccc2n2nnnc12)CC(C)(C)CN(C)C	13	8	14	-5	-5	0	-2.8	-2	-12	104
CCCSc1ccc([C@H]2N[C@@](Cc3ccccc3)(C(=O)OC)[C@H]3C(=O)N(C)C(=O)[C@@H]23)cc1	-4	-1	-5	-1	-16	-1	0.8	-3	-8	102
CC(C)C(NC(=O)c1c(F)cccc1F)C(=O)OCN1C(=O)c2ccccc2C1=O (stereo unspecified)	-22	-7	7	-3	-2	-2	-1.8	6	3	102
CSc1ccccc1NC(=O)Nc1cccc(Cl)c1	-25	8	-33	4	2	-3	6.2	-1	2	96
O=c1[nH]ncc(N/N=C\c2ccc(O)cc2O)c1Cl	-2	-11	-9	1	-5	2	1.2	3	-7	92
CCC(=O)c1ccc(OCC(=O)OCC(=O)c2cc(C)n(C)c2C)cc1	-1	38	4	0	2	-2	-0.7	0	-4	.
CCN1C(=NCCc2ccc(Br)cc2)N[C@@H](c2ccccc2)[C@H](C(=O)OC)[C@H]1C	-13	-7	9	-7	-3	1	-1.7	2	7	107
CCc1ccc(CN(C)C(=O)CCc2nnc(CCc3ccccc3OC)o2)nc1	-30	-2	-6	2	-7	-1	1.3	1	2	.
CCCc1cc(=O)oc2c(CN3CCOCC3)c(O)ccc12	-10	-3	14	2	-1	-1	-2.5	-3	-3	118
CC(=O)Nc1ccc(S(=O)(=O)N(C)CC(=O)OCC(=O)N2CCCC2=O)cc1	8	-12	2	3	-13	1	-0.3	1	-7	101
CC(=O)Nc1ccc(NC(=O)C2CCCCN2S(=O)(=O)c2ccc(C(C)(C)C)cc2)cc1 (stereo unspecified)	9	-6	-8	1	-3	2	1.1	-6	-3	.
CN(C)S(=O)(=O)c1ccc(C(=O)NCc2nnc(SCC(=O)NCc3ccco3)o2)cc1	8	-1	12	7	-5	2	-2.3	2	2	104
